# ERp5 inh: blocks human ERp5 reductase activity on insulin; inhibition, % at 9.99 µM; AID 651711; ERp5 insulin aggregation, absorbance 650 nm, 90 min; 350,000 tested, 0.05% active; Q15084;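 active = mean replicate inhibition above about 25%, with every replicate also reaching it, limit read from the data, passing the limit was not always enough; inconclusive = only one of those two criteria met; inactive = neither criterion met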
# Target sequence (Q15084 whole entry, looked up): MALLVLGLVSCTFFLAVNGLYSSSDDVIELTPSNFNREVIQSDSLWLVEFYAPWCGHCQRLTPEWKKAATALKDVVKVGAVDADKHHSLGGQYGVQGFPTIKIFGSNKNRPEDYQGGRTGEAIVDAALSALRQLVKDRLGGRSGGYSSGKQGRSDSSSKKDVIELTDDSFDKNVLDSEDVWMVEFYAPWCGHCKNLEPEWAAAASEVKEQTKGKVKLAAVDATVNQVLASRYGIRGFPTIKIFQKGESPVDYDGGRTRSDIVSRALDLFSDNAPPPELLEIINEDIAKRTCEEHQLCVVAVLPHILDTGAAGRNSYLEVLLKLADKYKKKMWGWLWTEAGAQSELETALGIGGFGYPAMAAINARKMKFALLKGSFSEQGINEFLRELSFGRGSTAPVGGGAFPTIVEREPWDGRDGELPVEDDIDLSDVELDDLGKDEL
# EWS-Fli inh: EWS/Fli transcriptional activity inhibition; 350,000 tested, 0.67% active; inhibition, % at 12.6 µM; A673 NR0B1-luciferase reporter, viability-normalised;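 active = mean inhibition of at least 50% after viability correction, with every replicate also passing that limit; inconclusive = mean reaches 50% but only one of two replicates passes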;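 also: firefly luciferase signal divided by Alamar Blue viability fluorescence both relative to DMSO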
# GSIS activator: primary screen for activators of insulin secretion dependent on glucose, INS-1E cells, GLuc reporter luminescence | 370,000 tested, 0.61% active | activation, % at 16.6 µM | INS-1E GLuc reporter insulin secretion, 2-3 h;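 active = lowest replicate activation of at least 40%, so every replicate reaches that level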;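 also: 0% = median of neutral control wells and 100% = median of IBMX positive control wells; some compounds called inactive have numbers as strong as hits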
# PAX8 inh HTS: lowers PAX8-driven luciferase in RMG-I cells. RMG-I TPO-luciferase reporter, SteadyGlo, 24 h. inhibition, % at 12.6 µM. 360,000 tested, 1.2% active. AID 652154;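 active = mean replicate inhibition at least 60% with every replicate also reaching 60%; inconclusive = only one of the two criteria is met; inactive = mean below 60% and not all replicates reaching 60%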;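 also: luciferase light reporting Pax8 driven TPO promoter activity; plate controls were median of neutral control wells for no effect and mitoxantrone controls for full effect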
# ARNT TACC3 PPI: disruptors of human ARNT/TACC3 interaction; Q9Y6A5; AlphaScreen His-ARNT PAS-B/GST-TACC3 binding, luminescence; TACC3 fragment carries E629A point mutation; inhibition, % at 9.99 µM; 390,000 tested, 0.66% active; AID 623870;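 active = mean inhibition of replicates at least 50% and at least half of replicates each reaching 50%; inconclusive = half or more replicates reach 50% but mean below 50%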;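 also: 0% = complete ARNT plus TACC3 wells and 100% = ARNT alone without TACC3; many hits fall short of the cut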
# DENV2 CPE rescue: DENV2-induced cell death inhibition | DENV2-infected cells, cytopathic effect rescue, plate reader | CPE inhibition, % at 9.99 µM | 350,000 tested, 1.7% active; in the data active = CPE inhibition above about 20%, passing the limit was not always enough; inconclusive = no clear call, values can overlap the other calls; tested in BHK-21 cells;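 also: 0% = median of neutral control wells and 100% = median of positive control wells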
# XiGFP reactiv: activators of X-chromosome reactivation in mouse fibroblasts | XiGFP mouse fibroblasts, % GFP-positive cells imaging, 3 d; cells co-treated with 5-aza-dC sensitizer; scaled so ellipticine positive control = 100% | activation, % at 7.58 µM | 360,000 tested, 0.055% active;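 active = mean normalized replicate activation at least 10% and every replicate at or above 10%; inconclusive = only one of the two criteria met; inactive = mean below 10% and not all replicates reach 10%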;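 also: 0% = median of on-plate neutral control wells and 100% = ellipticine 6 µM median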
#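 Material: XiGFP fibroblasts, SV40-immortalized. Buffer or medium: DMEM plus 5-aza-dC sensitizer. Compound: single concentration per compound, delivered by pin transfer. Times: 3 days compound exposure. Controls: ellipticine 6 µM.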
# F508del corr: correctors of CFTR F508del function in bronchial epithelial cells | activity (quench increase), % at 7.58 µM | CFBE cells, YFP halide quenching; stimulated with forskolin plus potentiator P3; % fluorescence drop versus neutral controls | 350,000 tested, 0.36% active;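 active = mean added fluorescence quench of at least 8% versus neutral control, with both replicates also reaching 8%; inconclusive = only one of the mean or replicate conditions met; inactive = mean below 8% and not both replicates reaching 8%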;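 also: cells transiently co-express mutant CFTR-F508del with the halide-sensitive YFP; corrector assay measuring rescue of mutant channel to the surface after 24 h compound exposure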
# * marks the source's active call; other numbers are inactive results; ? = inconclusive; nt = no result given; & = joins results of further samples.
Structure	ARNT TACC3 PPI	ERp5 inh	DENV2 CPE rescue	XiGFP reactiv	EWS-Fli inh	PAX8 inh HTS	F508del corr	GSIS activator
C[C@@H]1CN([C@H](C)CO)C(=O)c2cccc(NC(=O)Nc3ccccc3)c2O[C@@H]1CN(C)C(=O)Nc1ccc2c(c1)OCO2	7	1	-8	-1.2	-37	-6	0.0	4
COc1ccc(S(=O)(=O)N2CCOC2CNC(=O)C(=O)NCc2ccncc2)cc1OC (stereo not drawn)	-2	-2	0	2.3	nt	10	-3.3	4
O=C(CC(C(=O)O)c1ccc(Cl)cc1)c1ccc(Cl)c(Cl)c1 (stereo not drawn)	-8	-4	-1	0.0	-5	-22	-0.2	-11
C/C=C(\C)C(=O)NCCN1C2=NC[C@@H](C)N2C[C@@H]1Cc1ccc(OC)cc1	-11	2	1	0.0	2	-16	-5.9	-7
OCCN(Cc1nc(-c2ccc3c(c2)OCO3)no1)Cc1cccs1	-4	1	1	-0.1	-23	-8	-0.1	-8
COc1ccc(CCN(C)C2CCCN(C(=O)c3sccc3C)C2)cc1OC (stereo not drawn)	nt	4	0	-0.1	nt	13	0.4	-1
N#CCCN1CCCc2cc(N=Nc3ccc(C(F)(F)F)cc3)ccc21	17	nt	-7	0.0	-103	-99	0.7	nt
COc1ccc(CN(C)C[C@H]2Oc3ccc(N(C)C)cc3CC(=O)N([C@H](C)CO)C[C@H]2C)cc1	-4	-3	-4	0.0	11	5	0.9	14
CC(=O)c1ccc(N2CCN(S(=O)(=O)c3ccc4c(c3)C(Cl)(Cl)C(=O)N4)CC2)cc1	nt	-6	2	0.2	18	3	-0.3	-25
CN(Cc1ccccc1)S(=O)(=O)c1ccc(Cl)c(C(=O)NCCc2ccccn2)c1	-2	1	-4	0.0	1	12	-0.5	-4
CCc1ccc(S(=O)(=O)Nc2ccc(O)c3c(=O)cc(-c4ccccc4Cl)oc23)cc1	-2	5	6	-0.1	21	-2	2.2	9
CNC[C@H]1Oc2ccc(NC(=O)c3ccncc3)cc2CC(=O)N([C@H](C)CO)C[C@H]1C	2	7	10	0.9	-3	-8	-4.6	9
Cc1ccc(C#N)c(SCc2ccccc2F)n1	nt	2	-5	-0.1	-3	-24	-3.4	10
COc1ccc(C(=O)NCc2nnc(SCC(=O)Nc3ccc4c(c3)OCO4)o2)cc1	-3	-58	?	0.1	-4	-22	-3.1	-24
COc1ccc(CCN2CC(C(=O)OCc3ccccc3Cl)CC2=O)cc1OC (stereo not drawn)	0	5	8	0.2	0	-7	-0.1	25
CC(=O)Nc1ncc(Sc2ccc([N+](=O)[O-])cc2)s1	4	-7	8	0.4	10	10	-0.9	16
CCCCC(=O)Nc1cccc(-c2cn3ccccc3n2)c1	-11	-3	8	nt	-103	nt	3.2	-3
[N-]=[N+]=NCc1ccccc1C[C@]1(C(N)=O)N=C(c2ccc(OCCCO)cc2)O[C@H]1c1ccccc1	8	1	25*	nt	10	7	2.8	nt
C[C@@H]1CCCCO[C@@H](CN(C)S(C)(=O)=O)[C@H](C)CN([C@@H](C)CO)C(=O)c2cc(NS(=O)(=O)c3ccc(F)cc3)ccc2O1	-9	0	7	0.0	-15	7	-1.0	18
CCOC(=O)CNC(=O)CSc1nnc(NC(=O)c2ccccc2Cl)s1	-20	4	-5	0.0	-20	-55	1.9	0
CCOC(=O)C(/C(C)=N/NC(=O)C1CC1c1ccccc1)C(C)C (stereo not drawn)	-2	nt	nt	0.1	nt	10	nt	-19
CCOc1ccc(NC(=O)c2ccc3c(c2)OCCO3)cc1S(=O)(=O)N(CC)CC	3	3	0	0.0	-20	-8	2.4	nt
COc1cccc(NC(=O)N(C)C[C@H]2Oc3cc(C#Cc4ccc(F)cc4)ccc3S(=O)(=O)N([C@H](C)CO)C[C@@H]2C)c1	-1	1	2	-1.3	36	nt	3.4	-7
C[C@H](CO)N1C[C@H](C)[C@H](CN(C)Cc2ccc3c(c2)OCO3)Oc2ccc(NC(=O)Nc3cccc4ccccc34)cc2CC1=O	-4	1	?	-0.9	-6	-4	3.2	-22
CN(C)C(=O)C[C@H]1CC[C@@H]2[C@@H](COc3ccc(NC(=O)c4ccc(F)c(F)c4)cc3C(=O)N2C)O1	-3	1	-9	0.1	-1	-9	1.9	3

# Among those listed so far, these have a thiophene ring, fused or not:
Structure	ARNT TACC3 PPI	ERp5 inh	DENV2 CPE rescue	XiGFP reactiv	EWS-Fli inh	PAX8 inh HTS	F508del corr	GSIS activator
OCCN(Cc1nc(-c2ccc3c(c2)OCO3)no1)Cc1cccs1	-4	1	1	-0.1	-23	-8	-0.1	-8
COc1ccc(CCN(C)C2CCCN(C(=O)c3sccc3C)C2)cc1OC (stereo not drawn)	nt	4	0	-0.1	nt	13	0.4	-1

# Carrying on.
Structure	ARNT TACC3 PPI	ERp5 inh	DENV2 CPE rescue	XiGFP reactiv	EWS-Fli inh	PAX8 inh HTS	F508del corr	GSIS activator
COc1ccc2c3c([nH]c2c1)[C@H](CO)N(C(=O)Nc1cccc(F)c1)CC31CCN(S(=O)(=O)c2cccc(C)c2)CC1	nt	3	-11	0.0	2	106*	2.2	0
Nc1c(/C=C2\C=Nc3ccccc32)c(=O)nc2sc(CC(=O)N3CCOCC3)nn12	-4	-10	-2	0.2	7	11	1.5	-6
Cc1cc(C)cc(OC(=O)COc2ccccc2C)c1	nt	-1	0	-0.1	11	1	-0.2	16
c1csc(CNc2ccc3c(c2)OCCO3)c1	-14	-1	-3	-0.1	10	-28	nt	0
O=C(C1CCN(C2CCN(Cc3cccc4c3OCO4)CC2)CC1)N1CCOCC1	-1	0	-10	0.2	5	18	1.9	5
NS(=O)(=O)c1ccc(CCNC(=O)c2ccc(CS(=O)(=O)c3ccc(Br)cc3)o2)cc1	-1	2	-5	0.2	2	12	6.2	54
O=C(N[C@@H](Cc1ccccc1)C(=O)Nc1ccc(F)cc1)C1CCNCC1	3	3	-3	-0.1	nt	3	-1.4	15
Cc1ccc(NC(=S)Nc2cccnc2)c(S(=O)(=O)N2CCCCC2)c1	3	-4	9	0.0	9	10	-3.4	3
CCCNC(=O)C[C@@H]1CC[C@H]2[C@H](COc3ccc(NC(=O)c4ccc(Cl)cc4)cc3C(=O)N2C)O1	6	-5	-2	0.0	-6	1	2.9	-8
CCOc1nc(OCC)c2[nH]c(C(=O)O)c(Br)c2n1	-3	3	3	0.3	-1	7	-0.5	11
CC(=O)NC(c1cc(Cl)c2ccccc2c1O)C(C)C (stereo not drawn)	-6	6	nt	0.0	0	12	-0.3	-24
O=C(OCc1cn([C@H]2C[C@H](c3ccc(Cl)cc3)N(C(=O)C3CCCCC3)C[C@@H]2O)nn1)c1ccccc1	nt	3	2	-0.1	-7	-2	-0.1	-10
Cc1ccc(-c2cc(NC(=O)Cc3c[nH]c4ccccc34)ccc2N(C)c2cccnc2)cc1	nt	0	-5	0.3	-4	27	1.7	-10
O=C1CCCn2cc(nn2)COC[C@@H](Cc2ccccc2)N1	nt	0	0	-0.1	5	-21	nt	4
CC(C)Oc1ccc(CCC(=O)NNC(=O)CCC(=O)O)cc1	-11	-2	-2	0.1	7	5	0.8	-11
Cc1cccc(C)c1NC(=O)C1(C)CSCC(=O)N1CCOc1ccccc1 (stereo not drawn)	nt	-3	1	0.0	15	3	1.0	-6
C[C@H]1CN([C@@H](C)CO)C(=O)c2cc(-c3cncnc3)cnc2O[C@@H]1CN(C)C(=O)Nc1ccc2c(c1)OCO2	-13&-9	1&2	-7&11	-0.3	0&-2	nt	0.8&-1.8	2
COc1ccc(S(=O)(=O)N(C)C[C@H]2OCCCC[C@H](C)Oc3ccc(NC(=O)Nc4ccccc4)cc3C(=O)N([C@@H](C)CO)C[C@H]2C)cc1	-15	nt	0	0.0	-5	16	3.9	12
O=C(c1cccs1)N1C[C@@H](n2cc(-c3ccc(F)cc3)nn2)[C@H](O)C[C@@H]1c1ccccc1	nt	0	14	0.2	6	-10	4.1	nt
CC(OC(=O)c1cccc(S(=O)(=O)N2CCCC2)c1)C(=O)c1ccccc1 (stereo not drawn)	1	-1	2	0.5	-1	-5	-0.7	-18
COC(=O)c1cc(COc2ccc3oc(C)c(C(=O)OC)c3c2)c(C)o1	1	2	nt	nt	-8	nt	-2.4	17
CCCC(=O)Nc1ccc2c(c1)C(=O)N(C)[C@H]1CC[C@H](CC(=O)NCCOC)O[C@@H]1CO2	-1	nt	9	0.2	5	-8	-2.5	30
COc1ccc(C)cc1NC(=O)C1CCCN(S(=O)(=O)c2ccc3c(c2)CCCN3C(C)=O)C1 (stereo not drawn)	6	-3	3	0.0	nt	18	-0.6	-12
COc1ccc(C(=O)C(OP(=O)(OC)OC)c2ccccc2OC)cc1 (stereo not drawn)	nt	5	?	-0.1	12	-19	-2.3	30
COC(=O)C1=C(c2ccc(OC)cc2)OC(=O)C1(C)C	18	-4	-13	0.0	-1	-15	0.0	-1
CCCN1[C@H](CO)[C@H](c2ccc(C#CC3CCCCC3)cc2)[C@@H]1CNC(=O)C1CC1	nt	1	0	0.0	-3	nt	0.8	-3
O=c1[nH]c(=S)[nH]nc1Cc1ccc(Cl)c(Cl)c1	1	2	11	0.1	2	4	-2.5	4
COc1ccc(Cl)cc1C(=O)Nn1cnc2ccccc2c1=O	-15	3	2	nt	-18	nt	4.3	-1
Cc1ccc(OCc2nc(-c3ccccc3)no2)cc1	-1	-5	4	-0.2	-116	-76	-0.2	25
O=C(NCCO)/C(=C\c1ccc([N+](=O)[O-])o1)NC(=O)c1ccccc1	30	-5	0	0.0	4	8	3.0	-20
Cc1cc2[nH]ncc2cc1NC(N)=S	nt	1	7	0.5	6	5	-2.2	11
COc1ccc(CCNc2ncnc3c2c(C)c(C)n3CCCN(C)C)cc1OC	3	-3	-4	0.3	-3	11	0.5	-3
O=C(c1ccc(F)cc1)N1CC(=O)N2[C@@H](CO)[C@H](c3ccc(C4=CCCC4)cc3)[C@@H]2C1	nt	0	9	0.6	nt	nt	-2.0	5
CC(=O)N1[C@H](CO)[C@@H](c2ccccc2)[C@@H]1CN(C(=O)c1ccc(F)cc1)C(C)C	-4	-5	-8	0.3	6	-10	-1.0	-7
Cc1ccc(S(=O)(=O)Nc2cnc3ccccc3c2)cc1	-8	-2	?	3.1	11	11	-0.9	-14
O=C(Nc1cccc(S(=O)(=O)N2CCCCC2)c1)C1CC(=O)N(c2ccc3c(c2)OCCO3)C1 (stereo not drawn)	nt	5	-3	0.0	10	11	0.7	-13

# Among those listed so far, 2 contain a cyano group:
Structure	ARNT TACC3 PPI	ERp5 inh	DENV2 CPE rescue	XiGFP reactiv	EWS-Fli inh	PAX8 inh HTS	F508del corr	GSIS activator
N#CCCN1CCCc2cc(N=Nc3ccc(C(F)(F)F)cc3)ccc21	17	nt	-7	0.0	-103	-99	0.7	nt
Cc1ccc(C#N)c(SCc2ccccc2F)n1	nt	2	-5	-0.1	-3	-24	-3.4	10

# From PubChem BioAssay
